# Glyco luc inh: increase of ERlucT glycosylation luciferase signal, primary screen, N-linked glycosylation inhibitor project, D54 ERlucT cells, luminescence, set 2. AID 588692, 2011. reporter increase, % at 12.5 µM. 360,000 compounds, 0.23% hits. D54 ERlucT glycosylation luciferase reporter, 24 h; percent of 100 nM tunicamycin response;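 active means mean luciferase reporter signal, scaled so untreated is 0 and the glycosylation-blocking control 100, at or above a set limit in every replicate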;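 further: luciferase carries N-glycosylation sites so blocking glycosylation raises the light; 0% = median of neutral control wells and 100% = median of 100 nM tunicamycin wells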
# ABHD5 PLIN5 PPI: ABHD5-PLIN5 interaction inhibitors, primary screen, cell lysate, split luciferase complementation, luminescence. Split G. princeps luciferase complementation, 4 h. inhibition, % at 4 µM. Perilipin-5 (Homo sapiens) + 1-acylglycerol-3-phosphate O-acyltransferase ABHD5 (Homo …. 360,000 compounds, 0.78% hits;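 active means inhibition above the mean inhibition across every tested compound plus 3 SD, cut at about 22% in these data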;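 further: 0% = DMSO only wells and the 100% control is not disclosed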
# H9c2 protect: cardioprotection against H2O2-induced cell death, primary screen, uHTS, H9c2 cells, ATPLite luminescence; H9c2 cardiomyocytes, H2O2 injury protection, 2 h; protection from H2O2 cell death, % at 20 µM; 360,000 compounds, 0.63% hits;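 active means compounds giving at least 50% protection of heart cells from peroxide-induced death in the single-dose screen, raw or plate-pattern-corrected value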;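 further: 0% = DMSO wells with peroxide and 100% = DMSO wells without peroxide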
# NCOA2 inhibitor: inhibition of GAL4-SRC2 driven luciferase reporter, primary screen, SRC2 inhibitor project, cell-based, luminescence | inhibition, % at 9 µM | AID 651957, 2012 | Nuclear receptor coactivator 2 (Homo sapiens), Q15596 | HEK293 GAL4-SRC2 luciferase reporter | 370,000 compounds, 0.17% hits;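 active means inhibition above the mean inhibition of all tested compounds plus 3 SD, set per campaign, cut at about 52% in these data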;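 further: 0% = DMSO treated cells and 100% = cells given Gossypol at 36 µM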
# HTR2A ag: mouse Htr2a agonists via beta-arrestin recruitment, primary screen, cell-based, luminescence; 5-hydroxytryptamine receptor 2A (Mus musculus), P35363; CHO-K1 mHTR2A beta-arrestin complementation; percent of 30 µM serotonin response; activation, % at 7.6 µM; 360,000 compounds, 0.66% hits;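 active means activation above a run cutoff, the mean activation of all tested compounds plus 3 SD, cut at about 14% in these data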;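 further: 0% = plate median of compound wells and 100% = 30 µM serotonin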
# ABCB6 inh MLPCN: ABCB6 transporter inhibitors, primary screen, K562-ABCB6 cells, flow cytometry, MLPCN library; fluorescence ratio to DMSO, % at 10 µM; 360,000 compounds, 0.19% hits; K562-ABCB6 porphyrin accumulation, 1 h; hits give low values; AID 602162, 2011;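 active means fluorescence ratio to DMSO below 75%, the collection mean minus 3 SD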;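 further: signal is porphyrin accumulated inside mitochondria; 100% equals median channel fluorescence of DMSO control wells; lower ratio means ABCB6 inhibition with less porphyrin fluorescence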
# Target sequence (Q9NP58 whole entry, looked up): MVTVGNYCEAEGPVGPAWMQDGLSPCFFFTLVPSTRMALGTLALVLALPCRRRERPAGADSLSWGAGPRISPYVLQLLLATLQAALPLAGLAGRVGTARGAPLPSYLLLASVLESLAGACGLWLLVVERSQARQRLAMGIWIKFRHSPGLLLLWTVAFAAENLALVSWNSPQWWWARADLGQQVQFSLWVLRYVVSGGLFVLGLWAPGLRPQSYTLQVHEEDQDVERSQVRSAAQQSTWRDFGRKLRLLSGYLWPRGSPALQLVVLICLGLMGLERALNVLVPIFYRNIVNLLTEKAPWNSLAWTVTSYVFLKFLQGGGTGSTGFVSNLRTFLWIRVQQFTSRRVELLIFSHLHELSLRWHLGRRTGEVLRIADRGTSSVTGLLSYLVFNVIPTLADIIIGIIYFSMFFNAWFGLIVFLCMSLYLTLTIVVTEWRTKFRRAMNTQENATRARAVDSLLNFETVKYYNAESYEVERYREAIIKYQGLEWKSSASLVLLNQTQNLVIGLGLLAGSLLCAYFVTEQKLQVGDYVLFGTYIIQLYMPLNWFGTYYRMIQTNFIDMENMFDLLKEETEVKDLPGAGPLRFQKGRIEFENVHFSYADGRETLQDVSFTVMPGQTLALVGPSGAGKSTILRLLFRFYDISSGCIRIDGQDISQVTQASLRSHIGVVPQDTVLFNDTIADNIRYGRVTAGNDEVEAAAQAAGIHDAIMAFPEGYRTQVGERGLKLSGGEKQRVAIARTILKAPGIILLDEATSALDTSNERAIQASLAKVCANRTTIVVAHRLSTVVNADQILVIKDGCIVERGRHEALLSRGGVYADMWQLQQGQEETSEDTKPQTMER
# MC4R barr agon: MC4R agonists recruiting beta-arrestin, primary screen, cell-based, luminescence, agonist arm of biased-ligand search. Melanocortin receptor 4 (Homo sapiens), P32245. U2OS MC4R beta-arrestin complementation; percent of melanotan II response, DMSO zero. activation, % at 8.9 µM. 360,000 compounds, 0.98% hits. AID 540308, 2011;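 active means activation above a per-plate cutoff, the mean activation of sample wells on that plate plus 3 SD, cut at about 8% in these data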
# NOD2-RIPK2 inh: NOD2-RIPK2 binding disruptors in cells, primary screen, fluorescence, CHO cells, BLA complementation; inhibition, % at 4.98 µM; 360,000 compounds, 0.38% hits; CCF4 ratio; Receptor-interacting serine/threonine-protein kinase 2 (Homo sapiens), O43353; in the data active means inhibition above about 21%;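 further: 0% = vehicle only and 100% = reference blocker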
# TLR9-MyD88 inh: inhibitors of TLR9-MyD88 association in cells, primary screen, cell-based, CHO, BLA complementation, fluorescence | CCF4 FRET ratio | inhibition, % at 4.98 µM | 340,000 compounds, 0.21% hits | AID 504734, 2011;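 active means inhibition above the mean over all tested compounds plus 3 SD, cut at about 21% in these data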;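 further: 0% = DMSO only wells and 100% = clavulanate BLA inhibitor control wells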
# MC4R antagonist: MC4R antagonists of cAMP signaling, primary screen, cell-based, TR-FRET, antagonist arm of biased-ligand search; Melanocortin receptor 4 (Homo sapiens), P32245; MC4R-expressing cells, MTII-stimulated cAMP, LANCE TR-FRET; inhibition, % at 6.5 µM; 360,000 compounds, 0.48% hits;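 active means inhibition above its plate's cutoff, the mean of tested wells on that plate plus 3 SD, cut at about 29% in these data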;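 further: 0% = Melanotan II alone and 100% = Melanotan II plus saturating MCL0020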
#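 Test system: U2OS cells stably expressing human melanocortin 4 receptor (MC4R); also added: Melanotan II challenge; compound: 6.5 µM single dose; timing: 30-min compound preincubation, 1-h Melanotan II challenge, 1-h detection, room temperature; signal: Eu-cAMP/anti-cAMP TR-FRET, emission 671 nm; repeats: one well per compound, no replicates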
# An asterisk follows results filed as active; · = no result given.
SMILES,Glyco luc inh,ABHD5 PLIN5 PPI,H9c2 protect,NCOA2 inhibitor,HTR2A ag,ABCB6 inh MLPCN,MC4R barr agon,NOD2-RIPK2 inh,TLR9-MyD88 inh,MC4R antagonist
CCOC(=O)Cn1c(C)[n+](CC(=O)c2ccccc2)c2ccccc21,2,4,-1,-24,2,98,1.9,-10,-7,1
COc1ccc(OC)c(NC(=O)c2cccc(Cn3cc(Br)c([N+](=O)[O-])n3)c2)c1,-2,3,-2,-21,0,104,-2.3,11,9,2
COc1ccccc1C=NN=C(N)C(N)=NN=Cc1ccccc1OC,1,-8,-4,-1,-7,92,-0.1,-2,5,-8
CCOc1ncccc1C(=O)OCC(=O)Nc1cccc(C(C)=O)c1,-1,4,4,-1,-2,102,-1.0,1,5,12
c1ccc(-c2onc3c2CCCC3)cc1,-1,-4,-5,4,-1,90,-1.8,-2,5,2
O=C(Nc1ccc(N2CCOCC2)cc1)Nc1cnsn1,0,1,4,-42,-3,97,-0.8,-4,6,12
C[C@H](CO)N1C[C@H](C)[C@@H](CN(C)C(=O)c2ccc(F)cc2)Oc2cc(Br)ccc2S1(=O)=O,-2,3,5,-2,3,99,-0.9,0,-3,-2
Cc1ccc(C)c(NC(=S)N(CCc2ccncc2)C(C)C)c1,0,1,-7,13,7,93,0.1,-3,-1,-5
CC(C)Oc1ccc(C(=O)NCC(=O)N2CCN(S(=O)(=O)/C=C/c3ccccc3)CC2)cc1,-1,-18,-8,8,-2,97,-1.1,-2,-12,4
CCC/C(O)=N\S(=O)(=O)c1ccc(N=NN(C)C)cc1,1,0,-1,7,-3,107,1.6,-2,0,3
CCC(NC(=O)c1ccncc1)c1ccccc1 (configuration not stated),2,-1,1,10,13,95,-0.8,-4,-9,0
CCCCN(CCCC)c1cc(C)nc(-c2ccccc2O)n1,0,-3,-9,3,-2,97,-1.5,-5,-4,10
CC(=O)c1sc(NC(=O)c2cccnc2Cl)nc1C,1,-4,2,-2,-4,101,-2.3,-9,6,-2
CCC(CC)N1CCN(S(=O)(=O)c2ccc(OC)cc2)CC1,0,10,4,-8,10,98,0.8,1,0,-3
O=C(C1=C[C@@H](c2coc3ccccc3c2=O)C[C@@H](OCc2ccc(CO)cc2)O1)N1CCOCC1,4,6,11,-4,1,96,-0.5,-8,7,2
CC(=O)NC1CC2CCCC(C1)N2C(=O)Nc1ccc(Cl)cc1 (configuration not stated),0,-7,0,9,6,98,-1.4,-1,5,1
COc1ccccc1C=CC(=O)C=Cc1ccccc1OC,18,32*,6,7,2,94,-0.7,-7,-12,-4
COc1ccc(NC(=O)C2(C)Cc3c(-c4ccc5c(c4)OCO5)ccnc3O2)cc1 (configuration not stated),15,1,1,-7,0,101,-0.8,7,·,-6
O=C(c1ccc(S(=O)(=O)N2CCC(c3nc4ccccc4s3)CC2)cc1)N1CCCCC1,-1,0,-12,-9,9,98,0.4,0,8,-1
CCOC(=O)c1[nH]c(C)c(C(=O)Nc2cc(Cl)ccc2C)c1C,29*,-5,-1,-16,-4,92,-2.6,16,-1,-19
Cc1cccc(C(=O)NCCc2nnc(SCC(=O)Nc3nc(C)cs3)n2C)c1,2,-9,4,-13,-5,93,-1.0,-11,-10,0
COc1ccc(CCNC(=O)c2ccc(N3CCCCS3(=O)=O)cc2)cc1OC,2,5,2,-9,-1,100,0.5,2,0,-6
Cc1ccc(C)c(OC(C)C(=O)Nc2nccs2)c1 (configuration not stated),-1,-4,0,-28,-4,106,-1.9,-12,-2,16
O=C(O)c1cc2ccccc2cc1Nc1ccccc1,3,7,-8,-1,6,98,0.9,-1,7,-8
O=C1CSC(=S)N1Cc1ccccc1,1,-16,-1,14,0,102,1.4,6,12,-4
CC(Sc1ccc(Cl)cc1)C(=O)N(C)CC(=O)Nc1ccc(N2CCOCC2)cc1 (configuration not stated),0,6,0,-27,18*,95,-2.0,-9,0,6
CCOc1ccc(S(=O)(=O)N2CCN(C(=O)CN3C(=O)NC4(CCCC4)C3=O)CC2)cc1,3,6,-1,-24,3,102,3.3,-5,-2,12
CC(Oc1ccccc1)C(=O)Nc1cccc([N+](=O)[O-])c1 (configuration not stated),0,4,1,-1,2,94,-1.6,-10,4,10
COCCCN=C(c1ccco1)n1c(=S)nc(-c2ccco2)n(CCCOC)c1=S,3,-17,6,-18,4,98,2.7,-7,7,2
Cc1ccc2[nH]c(=S)cc(C)c2c1,1,-7,8,0,-3,92,-3.0,-5,7,0

# The final six records of the section before come first, to join the parts:
SMILES,Glyco luc inh,ABHD5 PLIN5 PPI,H9c2 protect,NCOA2 inhibitor,HTR2A ag,ABCB6 inh MLPCN,MC4R barr agon,NOD2-RIPK2 inh,TLR9-MyD88 inh,MC4R antagonist
O=C1CSC(=S)N1Cc1ccccc1,1,-16,-1,14,0,102,1.4,6,12,-4
CC(Sc1ccc(Cl)cc1)C(=O)N(C)CC(=O)Nc1ccc(N2CCOCC2)cc1 (configuration not stated),0,6,0,-27,18*,95,-2.0,-9,0,6
CCOc1ccc(S(=O)(=O)N2CCN(C(=O)CN3C(=O)NC4(CCCC4)C3=O)CC2)cc1,3,6,-1,-24,3,102,3.3,-5,-2,12
CC(Oc1ccccc1)C(=O)Nc1cccc([N+](=O)[O-])c1 (configuration not stated),0,4,1,-1,2,94,-1.6,-10,4,10
COCCCN=C(c1ccco1)n1c(=S)nc(-c2ccco2)n(CCCOC)c1=S,3,-17,6,-18,4,98,2.7,-7,7,2
Cc1ccc2[nH]c(=S)cc(C)c2c1,1,-7,8,0,-3,92,-3.0,-5,7,0
FC(F)(F)c1nc2ccccc2nc1N/N=C/c1c(Cl)cccc1Cl,0,-4,17,-19,-3,97,8.3*,0,1,-9
Cc1ccc(C2(C)NC(=O)N(CC(=O)NCCN3C(=O)S/C(=C\c4cccnc4)C3=O)C2=O)cc1 (configuration not stated),0,8,10,13,0,103,0.8,-6,-2,16
COc1ccc(NC(=O)CSc2ccc(-c3sc(C)nc3C)nn2)cc1OC,5,-1,26,-22,5,99,-1.9,-7,-4,3
Cc1ccc(-n2c(N)c(C(=O)NCc3ccco3)sc2=S)cc1,-2,-1,9,-26,-4,86,-3.4,-3,2,-2
CC(C)C[C@H](NC(=O)c1nc[nH]c1C(=O)NCc1ccc(CNC(=O)OC(C)(C)C)cc1)C(=O)OC(C)(C)C,-6,13,-2,-4,3,101,1.8,11,-10,18
O=C(CN1C2CCCC1CC(NC(=O)c1ccccc1)C2)NC1CC1 (configuration not stated),3,-3,6,-9,10,100,-0.4,-5,2,15
Cn1cc(CCC(=O)NCCCc2ccccc2)c2ccccc21,0,-2,2,-15,-8,100,-1.6,7,13,-1
CCOc1ccc(C(=O)N2CCN(CCc3ccccc3)CC2)cc1OCC,-1,-15,-4,9,-3,101,-0.4,-5,2,2
O=C(CSC1CCCCC1)Nc1nccs1,-3,2,4,6,5,94,1.0,5,0,20
COc1ccc(OC)c(NC(=S)NCCCN2CCOCC2)c1,4,0,6,-19,3,98,0.5,13,0,-3
O=C(c1cc2cc(Cl)ccc2oc1=O)N1CCCC1,2,-2,0,0,10,96,-0.5,-6,1,9
O=c1cc(CSc2nnc(C3CC3)n2Cc2ccccc2)nc2sccn12,0,1,30,-9,-2,107,-0.5,-9,-5,7
FC(F)C(F)(F)C1=CC(c2cccs2)=NCCN1,0,-1,-18,12,-10,95,-0.9,8,-16,27
C/C=C1\NC(=O)[C@H](CC(N)=O)N(C)C(=O)C([C@@H](C)O)NC(=O)C(CCCc2ccc(OC)cc2)NC(=O)[C@H](C(C)C)NC(=O)/C(=C\C)NC(=O)[C@H](O)[C@@H](C[C@@H](O)CCCCCCC)NC(=O)[C@H](C)NC(=O)CN(C)C(=O)[C@H](CCC(N)=O)NC1=O (some centres not stated),6,-4,1,9,-5,112,-1.9,-9,-1,10
Cc1nn(C)cc1C=NCCOCc1ccccc1,0,0,2,-2,2,96,-2.3,-3,0,-2

# Already shown: entries from further up.
SMILES,Glyco luc inh,ABHD5 PLIN5 PPI,H9c2 protect,NCOA2 inhibitor,HTR2A ag,ABCB6 inh MLPCN,MC4R barr agon,NOD2-RIPK2 inh,TLR9-MyD88 inh,MC4R antagonist
FC(F)(F)c1nc2ccccc2nc1N/N=C/c1c(Cl)cccc1Cl,0,-4,17,-19,-3,97,8.3*,0,1,-9
Cc1ccc(C2(C)NC(=O)N(CC(=O)NCCN3C(=O)S/C(=C\c4cccnc4)C3=O)C2=O)cc1 (configuration not stated),0,8,10,13,0,103,0.8,-6,-2,16

# (cont.)
SMILES,Glyco luc inh,ABHD5 PLIN5 PPI,H9c2 protect,NCOA2 inhibitor,HTR2A ag,ABCB6 inh MLPCN,MC4R barr agon,NOD2-RIPK2 inh,TLR9-MyD88 inh,MC4R antagonist
Cc1ccc(NC(=S)N2CCN(c3ccccn3)CC2)c(C)c1,-1,-1,4,-52,-2,95,1.2,-7,-2,-4
COc1cc(OC)c(N(C)C(=O)c2cc3c(s2)-c2ccccc2S(=O)(=O)C3)cc1Cl,0,-4,10,-12,-3,98,1.2,0,5,4
Cc1sc(NC(=O)c2ccco2)nc1-c1ccccc1,-8,1,-23,-48,-5,93,1.8,5,12,1
O=c1sc(Nc2ccccc2)nc2ccsc12,1,-3,-5,-24,0,102,-0.2,1,3,13
O=S(=O)(NCCc1ccccc1)c1cccs1,0,-6,0,-21,-2,94,1.2,9,-15,13
COC(=O)CNC(=O)C1CCN(S(=O)(=O)c2cnc[nH]2)CC1,3,-2,2,10,4,109,-1.0,4,7,1
COc1ccc(N(C(=O)COc2ccccc2OC)S(=O)(=O)c2ccc(C)cc2)cc1,0,-4,-19,22,8,100,1.3,0,10,16
CC(=O)c1cccc(NC(=O)c2noc3c2CCc2ccccc2-3)c1,-4,3,-5,-61,6,96,16*,-12,2,10
Cn1cc(S(=O)(=O)N2CCOCC2)cc1C(=O)NCc1ccc(Cl)cc1,0,-8,5,5,2,99,0.7,2,-11,1

# Some of the compounds tested, so the mix of outcomes need not match the whole.
